High-throughput results deposited in PubChem BioAssay by Broad Institute.
Cneo AK release: Cryptococcus neoformans lysis via adenylate kinase release. lysis activity, % at 15 µM. C. neoformans lysis, adenylate kinase release luminescence, 4 h; normalised: neutral wells 0, clomiphene wells 100. 360,000 tested, 0.2% active;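 active = mean lysis activity across replicates of at least 80%, whatever share of replicates individually reach that level; inactive = mean lysis activity below 80%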
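Signal: Adenylate kinase release luminescence | Assay system: Log-phase Cryptococcus neoformans yeast cells | Input: Cells at 5 × 10^6 per mL | Buffer or medium: Fresh YPD growth medium | Compound: Single dose | Schedule: Static 4 h at 37 °C with compound, 1 h detection | Controls: Clomiphene | Read-out: Luminescence rise reflecting yeast cell lysis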
FN deposition inh: fibronectin deposition inhibition; AID 743247; 350,000 tested, 0.086% active; inhibition, % at 12.6 µM; AH1F fibroblasts, Alexa488-fibronectin deposition fluorescence, overnight;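 active = mean inhibition across replicates of 30% or more, regardless of how many single replicates reach that level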;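 note: positive control wells lacked labelled fibronectin entirely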
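Assay system: AH1F fibroblast monolayer, labelled fibronectin deposition. Amount: 10000 cells per well. Also added: labelled fibronectin 24 nM. Compound: single-point pinned compound. Incubation: cell attachment 1 h, compound and FN exposure overnight. Detection: fluorescence after three HBSS washes, excitation 485 nm, emission 525 nm. Read-out: inhibition of fibronectin deposition signal.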
miR122 inh: blocks miR-122 activity in Huh7 sensor cells; AID 602342; Huh7 miR-122 Renilla luciferase sensor, 48 h; neutral wells = 0, positive control = 100; activation (reporter increase), % at 12.5 µM; 340,000 tested, 0.3% active;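 active = mean replicate activation score at least 90 and every replicate individually at or above 90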;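 note: higher luciferase means less miR-122 activity so hits act as miR-122 inhibitors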
PAX8 inh HTS: inhibitors of PAX8 transcriptional activity in RMG-I cells; inhibition, % at 12.6 µM; RMG-I TPO-luciferase reporter, SteadyGlo, 24 h; 360,000 tested, 1.2% active; AID 652154;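 active = mean replicate inhibition at least 60% with every replicate also reaching 60%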;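 note: luciferase light reporting Pax8 driven TPO promoter activity; plate controls were median of neutral control wells for no effect and mitoxantrone controls for full effect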
EWS-Fli block: inhibitors of EWS/Fli oncoprotein transcriptional activity; 350,000 tested, 0.67% active; inhibition, % at 12.6 µM; AID 651661; A673 NR0B1-luciferase reporter, viability-normalised;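 active = mean inhibition of at least 50% after viability correction, with every replicate also passing that limit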;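 note: firefly luciferase signal divided by Alamar Blue viability fluorescence both relative to DMSO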
LGR2 inh: blocks bursicon-induced cAMP signaling via Drosophila LGR2; HEK293 LGR2, CRE-luciferase, bursicon-stimulated, 4 h; inhibition, % at 9.99 µM; 380,000 tested, 0.35% active; AID 720647;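 active = drop in luminescence signal, shown as inhibition above about 50% in the replicate tests, limit read from the data, passing the limit was not always enough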;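 note: agonist challenge used bursicon conditioned medium at about half maximal strength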
PGC1a acetyl inh: modulators of PGC1a acetylation. U2OS PGC1a acetylation, AlphaScreen anti-acetyl-lysine; with virally co-expressed GCN5 acetyltransferase. inhibition, % at 15.6 µM. 350,000 tested, 0.17% active. AID 651687;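 active = every replicate shows inhibition of at least 40%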;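 note: 0% = neutral control wells and 100% = positive control wells; some results beyond the cut were filed as inactive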
Casp6 inh: blocks human caspase-6 cleavage activity. P55212. purified caspase-6, Z-VEID-R110 cleavage fluorescence. inhibition, % at 12.5 µM. 350,000 tested, 0.53% active. AID 686996;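 active = mean inhibition across replicates at least about 35%, with every replicate also reaching that limit, limit read from the data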;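 note: 0% = median of neutral control wells and 100% = no fluorescence left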
Target sequence (P55212 24-179 limits assumed): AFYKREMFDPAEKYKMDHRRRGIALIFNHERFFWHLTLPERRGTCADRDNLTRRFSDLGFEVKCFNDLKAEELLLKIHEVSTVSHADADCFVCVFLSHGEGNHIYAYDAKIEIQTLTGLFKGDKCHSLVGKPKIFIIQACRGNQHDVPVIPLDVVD
Target sequence (P55212 194-293 limits assumed): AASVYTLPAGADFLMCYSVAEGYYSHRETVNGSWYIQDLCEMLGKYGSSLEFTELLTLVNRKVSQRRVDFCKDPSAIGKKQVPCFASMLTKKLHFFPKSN
Active calls of the source: *; . = not tested or not shown; & = joins results of further samples; [ ] = another dose, or the depositor's remark.

canonical_smiles,Cneo AK release,FN deposition inh,miR122 inh,PAX8 inh HTS,EWS-Fli block,LGR2 inh,PGC1a acetyl inh,Casp6 inh
O=C(c1cccnc1)N1CC(=O)N2[C@H](CO)[C@H](c3ccc(-c4ccccc4F)cc3)[C@@H]2C1,.,2.7,.,-4.9,1.7,7.4,-2.2,.
CN(CC(=O)Nc1ccc(F)c(F)c1F)C(=O)Cn1cnc2c1c(=O)n(C)c(=O)n2C,.,-3.0,.,4.6,-1.3,10.5,3.2,-4.0
C=CCN(c1ccccc1)S(=O)(=O)c1cccc2cccnc12,.,5.4,10.2,-8.1,-1.4,-1.7,-24.7,-3.0
COc1ccc(-c2coc3c(CN4CCCCC4C)c(O)ccc3c2=O)cc1 (centres undefined),.,0.0,.,-2.9,-16.3,-9.1,.,.
CO[C@@H]1CN(C)C(=O)c2cc(NC(=O)c3ccc(Oc4ccccc4)cc3)ccc2OC[C@@H](C)NC[C@@H]1C,1.7,9.0,.,-4.9,13.1,-6.2,-52.1,.
COc1ccccc1COC(=O)c1cccc(S(=O)(=O)N2CCCC2)c1,-1.9,-5.9,12.3,12.5,-6.3,0.5,.,-5.3
COCC(=O)N1C[C@@H](C)[C@H](OC)CN(C)C(=O)c2ccc(NC(=O)Nc3ccccc3)cc2OC[C@H]1C,-62.1,-4.8&-0.4,.,9.7,1.1,6.7,3.0,-0.5
C[C@@H]1CN([C@@H](C)CO)C(=O)c2cc(NC(=O)Cc3cn(C)c4ccccc34)ccc2O[C@H]1CN(C)C(=O)Nc1ccc(F)cc1,-1.6,5.6,0.5[16.7 µM],6.8,2.0,31.7,-13.0,-0.9
Cc1c(C(=O)N2CCCCC2)c(S(=O)(=O)N(C)Cc2ccco2)c(C)n1C,0.2,5.0,5.2,4.8,.,-9.9,11.1,2.2
O=C(CCC1CCCCC1)NNC(=O)c1cnccn1,.,2.7,.,42.5,10.2,3.5,.,-0.5
O=C(C1CCC(CNc2c(N3CCCCC3)c(=O)c2=O)CC1)N1CCCCC1 (centres undefined),2.3,-6.4,2.1,-5.6,-6.2,4.3,2.9,-3.0
O=C1NC[C@H](Cc2ccccc2)N(C[C@H]2CCCN2C[C@H](Cc2ccccc2)N2C[C@H](Cc3ccc(O)cc3)N(CCc3ccccc3)C(=O)C2=O)C1=O,-0.4,8.6,-2.1,-0.4,14.0,6.6,5.8,0.5
CC(=O)Nc1ccc(-c2ccnc3c2CC(C)(C(=O)Nc2cccc(C(C)=O)c2)O3)cc1 (centres undefined),1.7,.,1.0,24.3,3.9,8.0,13.4,1.0
CCC(=O)Nc1ccc2c(c1)C(=O)N(C)C[C@@H](OC)[C@H](C)CN(Cc1ccncc1)[C@@H](C)CO2,-0.3,-15.7,.,-12.7,-2.1,3.7,4.5,.
N#C/C(=C\c1ccco1)C(=O)Nn1cnnc1,3.5,-2.8,-0.2,-11.7,-6.6,13.8,.,3.1
COc1ccc(NC(=O)N(C)C[C@@H]2OCCCC[C@@H](C)Oc3ccc(NC(=O)Nc4ccc(C(F)(F)F)cc4)cc3C(=O)N([C@H](C)CO)C[C@H]2C)cc1,1.5,.,14.4[16.7 µM],-15.0,6.7,8.0,11.8,-0.6
O=C(NCC1CCCO1)c1ccc(NC(=O)c2cccc(Br)c2)cc1 (centres undefined),2.2,1.5,-3.1,9.9,-4.3,-11.5,.,0.3
Cc1cc2occ(CC(=O)NC3CCCc4ccccc43)c2cc1C (centres undefined),.,-17.4,.,7.3,8.9,9.9,.,-2.1
O=c1c(-c2cccs2)nc2ccccc2n1C(c1ccccn1)c1nc2ccccc2[nH]1 (centres undefined),.,8.5,.,-35.2,-51.8,-13.4,.,1.1
COc1ccc(NC(=O)Nc2nnc(-c3cccs3)s2)cc1,.,2.8,.,-172.1,-98.4,-55.3,1.8,1.2
CC(C)(C)c1ccc(-c2noc(CCC(=O)NCC3CCCO3)n2)cc1 (centres undefined),.,-3.5,3.2,.,.,6.5,-14.9,.
Cn1c(=O)c(-c2ccccc2)cc2ccccc21,.,0.3,-1.6,-53.4,-25.2,-36.4,-5.4,0.2
Cc1ccc(S(=O)(=O)c2cc3c(=O)n4ccccc4nc3n(C3CCCCC3)c2=N)cc1,10.2,.,.,14.6,.,-5.4,.,-3.4
O=C(CCCOC(=O)c1ccc(O)cc1O)c1ccccc1,-1.9,2.5,-9.2,-25.7,-18.7,-18.2,6.0,5.3
CCn1c(SC)nnc1-c1c[nH]c2ccccc12,-0.3,-0.6,4.5,4.6,-17.0,-4.3,2.2,-1.3
Cc1cc(C)n(-c2cc(C)c(C)cc2Br)n1,1.2,3.0,1.9,0.3,.,.,0.9,.
CO[C@@H]1CN(C)C(=O)c2ccc(NC(=O)C3CCOCC3)cc2OC[C@@H](C)NC[C@@H]1C,44.1,-1.4,.,.,3.6,-12.8,13.4,.
C[C@H](CO)N1C[C@H](C)[C@@H](CN(C)C(=O)c2cccnc2)Oc2ncc(-c3ccc(C(=O)N(C)C)cc3)cc2C1=O,-2.5,.,2.4[16.7 µM],-13.5,-1.7,5.2,54.8,-2.5
CCCCn1nnnc1C1(C)CCC(=O)N1Cc1cccc(F)c1 (centres undefined),.,-11.6,.,-3.2,-8.4,10.8,.,-1.7
COC(=O)C1=C(C)N(Cc2cccc(C(F)(F)F)c2)C(=NCc2ccc(OC)cc2)NC1c1ccc(Cl)cc1 (centres undefined),.,11.9,.,-5.1,8.1,.,.,13.3
C[C@@H]1CN([C@H](C)CO)C(=O)c2cc(NC(=O)NC3CCCCC3)ccc2O[C@@H]1CN(C)C(=O)Nc1cccc2ccccc12,-6.5,.,-3.0[16.7 µM],2.8,-5.2,-3.8,4.9,0.4
O=C(Cc1ccccc1)N1CC[C@H]2[C@H](CO)Nc3ccc(-c4ccccc4)cc3[C@H]21,1.7,-31.3,26.9[16.7 µM],0.7,12.6,7.0,3.5,-0.2
CCCN(C)C[C@H]1Oc2ncc(C#CCN(C)C)cc2C(=O)N([C@H](C)CO)C[C@H]1C,0.8,.,-7.4[16.7 µM],.,-7.7,-8.2,10.1,1.2
CC(C)c1ccc(C(C(=O)NC(C)(C)C)N(C(=O)CNC(=O)c2ccco2)c2cccnc2)cc1 (centres undefined),11.4,-4.0,4.4,.,.,.,-5.9,.
O=C(O)C12C3CCC(O3)C1(C(=O)O)C1CCC2O1 (centres undefined),.,.,.,10.2,-1.7,1.2,.,-5.8
C[C@@H]1CN([C@@H](C)CO)C(=O)CCCn2nncc2CO[C@@H]1CN(C)C(=O)c1cc(-c2ccccc2)on1,0.4&-0.5&-10.1,4.8&8.8,4.7,7.1&6.0,-1.9&2.6&-2.2,0.9&-8.9,1.0&-0.5&1.6,3.8&0.3&-4.7
Cc1nnc(NC(=O)CSc2nc(C(C)C)nc3ccccc23)s1,-1.0,.,0.6,.,44.5,-6.2,1.1,2.0
COc1ccc(NC(=O)CSc2nnc(N)s2)cc1S(=O)(=O)N1CCCCC1,-0.5,-0.2,-5.4,8.2,-1.9,-0.2,0.0,-0.7
CC(=O)Nc1nc(C)c(-c2nc3ccc([N+](=O)[O-])cc3[nH]2)s1,-2.7,-6.1,9.2,-23.5,-6.6,-5.2,0.4,-1.7
C[C@H](CO)N1C[C@H](C)[C@H](CN(C)S(=O)(=O)c2ccc(Oc3ccccc3)cc2)OCc2cn(nn2)CCCC1=O,-0.8,-0.8,0.1[16.7 µM],-3.4,-2.4,-34.0,-1.7,-2.2
Cc1ccc(C)c(OCCC(=O)OCC(=O)Nc2cc(S(=O)(=O)N3CCOCC3)ccc2C)c1,1.4,-6.7,0.3,5.0,4.5,-2.6,-7.0,2.0
O=C(c1ccc(CS(=O)Cc2ccccc2Cl)o1)N1CCN(c2cccc(Cl)c2)CC1 (centres undefined),10.1,-11.1,.,8.5,6.5,8.3,.,5.2
CC(NC(=O)c1cc(S(=O)(=O)N2CCOCC2)ccc1N1CCCC1)c1ccc(Cl)c(Cl)c1 (centres undefined),.,0.5,.,7.1,15.3,24.6,.,-4.5
O=C(CSc1nncs1)Nc1ccc(N2CCCCC2)cc1,13.1,1.1,-10.5,-60.4,-21.2,-11.9,-2.9,1.0
COc1cc(C=NNc2ccccc2[N+](=O)[O-])cc(OC)c1OC,0.1,-9.2,-6.6,-6.2,-65.8,10.2,-8.1,-4.5
CC(C)N1CC2=C(C1=O)C(c1ccc(O)cc1)NC(=O)N2C (centres undefined),.,7.2,.,1.2,0.4,.,.,3.7
CCC1CCCCN1C(=O)Cn1c(C(=O)OC)cc2sc(Cl)cc21 (centres undefined),-0.1,.,-2.9,.,.,-9.6,9.7,.
COc1ccc(CCNC(=O)CC(NS(=O)(=O)c2ccc(NC(C)=O)cc2)C(C)C)cc1OC (centres undefined),0.0,.,-3.5,.,.,-9.2,-3.9,.
O=C(NCC1CC1)c1ccc(-n2ccnc2)c2ccoc12,2.8,3.8,-0.7,.,-0.1,-7.0,18.5,5.0
CC(=O)Nc1ccc(NC(=O)C2CCCN2S(=O)(=O)c2cccc3nsnc23)cc1 (centres undefined),.,-7.7,.,-21.7,2.1,12.0,.,-0.2
CS(=O)(=NS(=O)(=O)c1ccc(Cl)cc1)c1ccccc1 (centres undefined),.,-8.4,.,-4.9,-9.7,4.9,.,-0.5
Cc1cc(C(=O)NC(=S)Nc2ccccc2N2CCOCC2)ccc1[N+](=O)[O-],-3.4,0.6,-0.4,-10.2,.,-2.4,-3.1,.
Cc1ccccc1NC(=O)c1cccc(N2C(=O)C3CCCCC3C2=O)c1 (centres undefined),2.7,-3.7,-3.0,12.9,1.0,1.3,.,1.3

Part of the list above, as labelled records.
> O=C(CSc1nncs1)Nc1ccc(N2CCCCC2)cc1
  Cneo AK release: 13.1	FN deposition inh: 1.1	miR122 inh: -10.5	PAX8 inh HTS: -60.4	EWS-Fli block: -21.2	LGR2 inh: -11.9	PGC1a acetyl inh: -2.9	Casp6 inh: 1.0
> COc1cc(C=NNc2ccccc2[N+](=O)[O-])cc(OC)c1OC
  Cneo AK release: 0.1	FN deposition inh: -9.2	miR122 inh: -6.6	PAX8 inh HTS: -6.2	EWS-Fli block: -65.8	LGR2 inh: 10.2	PGC1a acetyl inh: -8.1	Casp6 inh: -4.5
